# Compound activity as filed in PubChem.
# core dimer inh – inhibitors of HCV core protein dimerization, primary screen, biochemical, TR-FRET, high-throughput; TR-FRET GST/Flag-core106 dimerization, 1536-well; inhibition, % at 5 µM; hit rate 0.33% among 300,000; AID 1899, 2009;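 active = inhibition above the mean of all tested compounds plus 3 SD, set per screening campaign, cut at about 45% in these data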
#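 Assay system: tagged HCV core106 pair (GST and Flag); medium: KF-containing HEPES buffer, pH 7.45, DTT, CHAPS, BSA; also added: Eu donor and XL665 acceptor anti-tag antibodies; dosing: 5 µM single dose; timing: compound-protein-antibody incubation 4 h at 22.5 °C; signal: TR-FRET 671 and 617 nm emission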
# PP1 inh – PP1-alpha phosphatase inhibitors, primary screen, counter-screen for PP5 inhibitor project, biochemical, fluorescence, OMFP substrate, single point; Serine/threonine-protein phosphatase PP1-alpha catalytic subunit (Homo sapiens), P62136; purified PP1alpha; inhibition, % at 6.7 µM; hit rate 0.9% among 320,000; AID 2235, 2010;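 active = inhibition above the mean inhibition of all tested compounds plus 3 SD, computed separately for each screening campaign, cut at about 15% in these data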
# PP5 primary – PP5 phosphatase inhibitors, primary screen, biochemical, fluorescence. Serine/threonine-protein phosphatase 5 (Homo sapiens), P53041. purified PP5c, OMFP substrate fluorescence. inhibition, % at 6.7 µM. hit rate 0.18% among 320,000;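 active = inhibition above the campaign's mean inhibition across all tested compounds plus 3 SD, cut at about 9.5% in these data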;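 also: 0% = DMSO only and 100% = 100 µM cantharidin control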
# Fh CTSL1 inh – Fasciola hepatica cathepsin L1 inhibitors, primary screen, counter-screen for PFM18AAP inhibitor project, biochemical, QFRET, fluorogenic peptide substrate. inhibition, % at 5.96 µM. recombinant F. hepatica cathepsin L1, Z-Leu-Arg-MCA fluorescence. hit rate 0.49% among 300,000;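 active = inhibition above the mean of all tested compounds plus 3 SD, set per screening campaign, cut at about 17% in these data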;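 also: 0% = plate median of test compound wells and 100% = 1 µM Z-Phe-Ala-diazomethylketone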
# proCasp3 act – activators of human procaspase-3 D3A mutant, primary screen, biochemical, absorbance, PC-3 D3A mutant, single concentration | Caspase-3 (Homo sapiens), P42574 | recombinant procaspase-3 D3A, Ac-DEVD-pNA absorbance 405 nm | activation, % at 8.5 µM | hit rate 0.11% among 330,000 | AID 463141, 2010;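 active = activation above the mean of all tested compounds plus 3 SD, cut at about 21% in these data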;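 also: 0% = DMSO alone and 100% = DMSO wells spiked with extra 5 µM PC-3 D3A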
# Target sequence (P42574 whole entry D9A/D28A/D175A): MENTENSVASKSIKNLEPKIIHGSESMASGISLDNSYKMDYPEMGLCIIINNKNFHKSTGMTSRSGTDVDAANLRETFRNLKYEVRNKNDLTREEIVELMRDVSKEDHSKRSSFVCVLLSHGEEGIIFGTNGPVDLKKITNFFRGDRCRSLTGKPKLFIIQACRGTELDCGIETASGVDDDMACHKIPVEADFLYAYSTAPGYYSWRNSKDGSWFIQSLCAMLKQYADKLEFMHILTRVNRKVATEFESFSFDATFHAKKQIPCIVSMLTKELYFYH
#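 Test system: Procaspase-3 D3A mutant; medium: Zinc-free HEPES/NaCl buffer with 0.01% Triton X-100 at pH 7.4; reagent: DEVD-pNA substrate; doses: one concentration, 8.5 µM nominal, 0.8% DMSO; times: 1 h preincubation plus 2 h reaction at 25 °C; signal: Epi-absorbance at 405 nm of released p-nitroaniline, 0 and 120 min; replicates: singlicate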
# GASC-1 inh – inhibitors of GASC-1 histone demethylase, primary screen, biochemical, fluorescence, DELFIA europium | Lysine-specific demethylase 4C (Homo sapiens), Q9H3R0 | AID 2099, 2009 | GST-JMJD2C(1-420) H3K9me3 demethylation | hit rate 0.069% among 330,000 | inhibition, % at 2.35 µM;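 active = more than half of a compound's replicate wells show inhibition beyond 50%, single wells judged on their own value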;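 also: signal counts dimethyl H3K9 product captured on neutravidin plate; 0% = median of DMSO wells and 100% = 0.3 times that DMSO median; strong numbers were not always called active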
# Target sequence (Q9H3R0 1-420 limits assumed): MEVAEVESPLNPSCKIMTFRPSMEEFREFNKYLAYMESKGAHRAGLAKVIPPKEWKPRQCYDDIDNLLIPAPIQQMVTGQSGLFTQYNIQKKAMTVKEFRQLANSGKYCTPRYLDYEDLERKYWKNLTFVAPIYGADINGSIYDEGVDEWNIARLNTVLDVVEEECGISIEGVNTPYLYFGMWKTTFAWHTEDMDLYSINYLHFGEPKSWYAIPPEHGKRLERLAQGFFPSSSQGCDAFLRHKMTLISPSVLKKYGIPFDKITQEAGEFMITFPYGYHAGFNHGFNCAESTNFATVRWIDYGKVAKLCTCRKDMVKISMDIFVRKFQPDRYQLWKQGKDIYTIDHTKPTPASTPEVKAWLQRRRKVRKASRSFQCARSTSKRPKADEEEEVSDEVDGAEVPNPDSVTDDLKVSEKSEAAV
# GRK2 aptamer HTS – compounds blocking aptamer binding on GRK2 – biochemical, human GRK2, bead flow cytometry, HTS, primary screen | Beta-adrenergic receptor kinase 1 (Homo sapiens), P25098 | hit rate 0.59% among 330,000 | FAM-aptamer displacement from GRK2 | AID 488847, 2010 | inhibition of aptamer binding, % at 10 µM;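 active = inhibition of aptamer binding above 40%, roughly 3 SD of noise, on plates passing a quality check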;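 also: median bead fluorescence of bound FAM aptamer so fluorescent compounds give negative values; no value below 0 was filed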
# procasp7 counter – procaspase-7 activators, primary screen, counter-screen for procaspase-3 activator project, biochemical, absorbance, HTS, human; recombinant procaspase-7, Ac-DEVD-pNA absorbance 405 nm; D23A/D198A/D206A triple mutant, cannot self-cleave; scale: DMSO 0, 5 µM enzyme 100; activation, % at 8.5 µM; hit rate 0.093% among 330,000; AID 463210, 2010;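 active = percent activation above the screen-wide mean plus 3 SD, cut at about 25% in these data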
# Target sequence (P55210 whole entry D23A/D198A/D206A): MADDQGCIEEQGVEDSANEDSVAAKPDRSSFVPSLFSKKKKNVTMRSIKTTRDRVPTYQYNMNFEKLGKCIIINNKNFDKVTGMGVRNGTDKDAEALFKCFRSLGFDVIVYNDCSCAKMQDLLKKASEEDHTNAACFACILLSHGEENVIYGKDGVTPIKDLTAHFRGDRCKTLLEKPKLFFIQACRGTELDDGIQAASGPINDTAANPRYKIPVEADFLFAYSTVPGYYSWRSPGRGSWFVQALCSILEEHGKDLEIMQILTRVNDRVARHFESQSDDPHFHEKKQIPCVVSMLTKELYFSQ
#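 System: Uncleavable procaspase-7 mutant enzyme; Amount: 2 µM procaspase-7 mutant as dispensed; Schedule: 1 h compound preincubation, 2 h substrate cleavage, 25 °C; Measured by: 405 nm absorbance of p-nitroaniline; Evaluation: percent activation from buffer-corrected 0–120 min absorbance change; Control set: low DMSO alone, high DMSO plus 5 µM PC-7.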
# VLA-4 inh – inhibition in human VLA-4 binding assay, primary screen, VLA-4 allosteric modulator project, MLPCN library, flow cytometry, VLA-4 expressing cells | Integrin alpha-4 (Homo sapiens), P13612 | AID 2557, 2010 | inhibition, % (about 7 µM as worked out from the volumes in the protocol) | hit rate 0.2% among 330,000 | ligand binding flow cytometry; in the data active = inhibition above about 50%
# The depositor's hits bear a star; i = inactive; nt = not tested or not shown.
SMILES,core dimer inh,PP1 inh,PP5 primary,Fh CTSL1 inh,proCasp3 act,GASC-1 inh,GRK2 aptamer HTS,procasp7 counter,VLA-4 inh
Cc1cc(C(F)(F)F)nn1CC(=O)N(C)C1CCCCC1,-5,0,-1.4,0,-1,8,1,12,2
Cc1nc(Nc2ccc(S(=O)(=O)N3CCCCC3C)cc2)c2nnn(Cc3ccccc3)c2n1 (stereo not given),13,9,2.5,-1,1,-28,0,-1,10
OCCOCCn1c(C2CCCN2c2nc(-c3ccc(F)cc3)cs2)nc2cc(C(F)(F)F)ccc21 (stereo not given),8,3,4.7,3,-8,-3,0,-3,14
O=C(CCN1C(=O)c2cccc([N+](=O)[O-])c2C1=O)NC1CCCCCC1,nt,nt,nt,nt,3,8,1,8,0
O=C(O)c1ccccc1-c1ccccc1C(=O)Nc1ccc2c(c1)CCC2,9,3,3.6,-2,-8,4,3,-4,4
COC(=O)c1ccc(C)c(NS(=O)(=O)c2cn(C)nc2C)c1,0,-7,2.0,-3,7,17,0,13,7
O=C(CCc1ccccc1)Nc1ccccc1C(F)(F)F,-9,2,-0.7,1,1,-6,0,-5,4
O=C(Nc1ccc(F)cc1)C1CCCN1S(=O)(=O)c1cccc2nsnc12 (stereo not given),2,-2,1.4,4,5,-3,0,4,-4
CN1C/C(=N\S(=O)(=O)c2ccccc2)N(C)C1=O,-7,1,0.4,-1,13,-1,0,-8,-12
Cc1ccc2c(c1)N(S(=O)(=O)c1ccc(CN3C(=O)c4cccnc4C3=O)cc1)CCO2,4,9,-2.4,2,-7,5,0,-23,-8
CC(C)Cc1nc2ccccc2n1CCc1ccccc1,-2,2,1.5,-3,7,-5,3,-1,-3
CCN(CC)S(=O)(=O)c1cc([N+](=O)[O-])ccc1N1CCC(C(N)=O)CC1,-1,-4,-0.6,-3,-22,i,3,-16,10
CCOC(=O)C1=NN(C(C)=O)C2(CC(=O)N(c3ccc(C)c(C)c3)C2=O)C1 (stereo not given),-3,-4,0.6,-2,-7,15,4,2,-2
COc1ccc2oc(C(=O)NNC(=O)c3ccc(F)cc3)c(C)c2c1,9,1,0.9,0,-13,-12,14,1,4
CCOC(=O)Cc1csc(NC(=O)c2cccc([N+](=O)[O-])c2)n1,2,2,3.1,-1,5,-16,1,-4,-12
Cc1cc(C)n(S(=O)(=O)c2ccc(Cl)cc2)n1,-32,1,0.3,-1,2,-12,0,1,5
Cc1nn(C)c(C)c1C1C(C#N)=C(N)OC2=C1C(=O)CC(C)(C)C2 (stereo not given),2,-2,1.0,-4,5,-2,1,-5,2
Cc1ccc2nc(C)cc(C(=O)N3CCCC(N4CCN(c5ccccc5C)CC4)C3)c2c1 (stereo not given),10,-1,-0.1,-2,-1,4,0,4,3
CCOc1ccccc1N/C(=N/c1nc(C)cc(C)n1)NC(=O)Nc1ccc(Cl)c(Cl)c1,-4,-2,0.4,-2,-5,-3,0,4,6
NCCCC[C@H]1CNC(=O)C(=O)N1CC1CCCCC1,2,-3,-1.0,-3,15,6,2,4,27
CC(Oc1ccccc1)C(=O)Nc1nc2c(s1)C(=O)CC(C)(C)C2 (stereo not given),7,-4,0.1,-1,-7,6,0,2,6
CC1CCC(=NNC(=O)Cc2cccn2C)CC1 (stereo not given),1,-2,-0.6,4,-10,-9,0,-2,0
CC1C(=O)N2CCCc3cc(S(=O)(=O)N4CCN(c5cccc(Cl)c5)CC4)cc1c32 (stereo not given),12,3,3.4,4,4,11,2,9,15
CC(=O)Nc1ccc(OCc2cnc(Cl)s2)cc1,-1,-5,0.6,-2,0,1,2,6,10
CCOC(=O)C1CCN(C(=O)COc2ccc(N(C)S(=O)(=O)c3ccc(C)cc3)cc2)CC1,8,-2,1.4,1,-3,-23,3,1,-3
COc1ccc(OC)c(NC(=O)C2CCN(S(=O)(=O)c3cccs3)CC2)c1,-1,-1,-0.1,1,-4,2,0,-4,0
Cc1cc(Cl)ccc1C(=O)C1CCCN(C(=O)c2ccsc2)C1 (stereo not given),4,2,2.1,2,3,1,0,7,-5
Cc1ccc(C(=O)c2ccc(O)cc2)cc1C,-5,-2,0.6,1,4,-11,0,-3,-9
COc1ccccc1Oc1ccc(S(=O)(=O)N2CCCCC2)cc1NC(=O)CCNC(C)=O,-6,-4,2.0,-1,3,1,0,6,-7
Clc1ccc(C(c2nnnn2CCc2ccccc2)N2CCSCC2)cc1 (stereo not given),10,5,2.3,-4,-4,3,2,1,-4
O=C(NC1CCCCCC1)c1ccc(CS(=O)Cc2ccccc2Cl)o1 (stereo not given),-3,2,1.9,-1,5,-20,0,-8,5
Cn1c(SCc2ccccc2)nnc1-c1c[nH]c2ccccc12,6,-3,2.8,3,-11,-6,0,-9,-2
CC12CCC3c4ccc(O)cc4CCC3C1CCC2=O (stereo not given),8,0,3.3,-1,1,nt,6,2,55*
COc1c(Cl)cc(Cl)cc1C(=O)Nc1ccccc1N1CCN(C(C)=O)CC1,-3,-6,-0.9,-3,-3,2,0,-6,4
CCOc1cc(C(=O)OCC(=O)Nc2cc(C)on2)ccc1OCC(C)C,2,6,-0.1,3,4,5,2,5,-1
Cn1c(Cn2c(=O)sc3ccccc32)nnc1SCc1cccc(F)c1,1,-4,-0.7,-4,-1,-5,1,3,3
CC(=O)NC(CSC(CC(=O)c1ccco1)c1ccc(C)cc1)C(=O)O (stereo not given),-3,-2,1.8,-1,-12,-9,0,-15,20
CCc1ccc(NC(=O)CN2C(=O)C(=O)N(Cc3ccccc3)C2=O)cc1,1,-2,-2.8,-3,-1,3,4,12,6
N#Cc1ccc(OCC(=O)N/N=C/C2CC=CCC2)cc1 (stereo not given),-5,0,-1.8,1,0,-9,0,1,7
O=S(=O)(c1cccc(-c2cn3cccnc3n2)c1)N1CCCCCC1,8,4,3.0,-4,5,7,0,2,-186

# By substructure: those above with a COOH group
SMILES,core dimer inh,PP1 inh,PP5 primary,Fh CTSL1 inh,proCasp3 act,GASC-1 inh,GRK2 aptamer HTS,procasp7 counter,VLA-4 inh
O=C(O)c1ccccc1-c1ccccc1C(=O)Nc1ccc2c(c1)CCC2,9,3,3.6,-2,-8,4,3,-4,4
CC(=O)NC(CSC(CC(=O)c1ccco1)c1ccc(C)cc1)C(=O)O (stereo not given),-3,-2,1.8,-1,-12,-9,0,-15,20

# Following part.
SMILES,core dimer inh,PP1 inh,PP5 primary,Fh CTSL1 inh,proCasp3 act,GASC-1 inh,GRK2 aptamer HTS,procasp7 counter,VLA-4 inh
O=C(CN(c1ccc2c(c1)OCCO2)S(=O)(=O)c1ccccc1)NCc1ccc(Cl)cc1,10,2,1.8,-1,3,0,1,7,7
CN(C)CCNC(=O)c1onc(CSc2ccncc2)c1C(=O)NCCN(C)C,-13,-3,-1.1,-5,12,42,2,-8,8
CCOC(=O)c1ccc(N(C(=O)c2ccco2)C(C(=O)NC2CCCC2)c2ccncc2)cc1 (stereo not given),5,-1,-0.4,-13,0,3,4,9,3
Cc1ccccc1C(=O)NC1CCN(Cc2nnnn2Cc2ccccc2)CC1,1,0,2.1,1,-2,9,0,2,27
COc1cc(NC2c3ncccc3C(=O)N2Cc2ccco2)cc(OC)c1 (stereo not given),5,11,2.1,1,-9,-73,6,-1,-6
O=C(CSc1nc2ccccc2n1CC(=O)N1CCCCC1)N1CCCCC1,-1,-2,0.2,-5,8,-7,3,1,-3
CCOC(=O)c1cc2cc(-c3c(C(=O)OCC)oc4cc(O)cc(O)c4c3=O)ccc2o1,0,9,6.4,4,-2,nt,1,5,15
COc1ccc(C(=O)CN2C(=O)NC3(CCCc4ccccc43)C2=O)cc1 (stereo not given),-7,0,0.1,-1,4,1,1,4,-11
CCOC(=O)c1cnc2c(Cl)cc(Cl)cc2c1NCCOCCO,-3,2,-1.4,-1,-2,6,4,5,-19
COc1cc(/C=C/C(=O)OCC(=O)Nc2cccc(F)c2)ccc1O,nt,nt,nt,nt,5,5,0,-6,0
COc1ccccc1S(=O)(=O)Cc1ccc(C(=O)NCC2CCCO2)o1 (stereo not given),-16,-8,3.1,4,9,5,1,6,-59
COc1nccnc1NS(=O)(=O)c1ccc(NC(=O)c2ccccc2Br)cc1,-4,-6,2.9,-4,4,1,0,-6,0
Cc1[nH]c2ccccc2c1N=Nc1c(C)n(C)n(-c2ccccc2)c1=O,-14,-1,-2.2,-1,-10,-14,0,-8,1
CCOc1ccc(N/C(C)=C/C(=O)c2ccc(C)o2)cc1,2,-6,1.6,0,1,4,0,5,11
O=C(Nc1nccs1)NC(C(F)(F)F)C(F)(F)F,-3,-13,-0.6,-6,-5,2,0,-3,8
Cc1ccc2[nH]cc(C(=O)NCc3cccs3)c(=O)c2c1,-8,2,0.3,2,2,-6,0,5,6
CN1C(=O)CC(N2CCN(c3ccccc3)CC2)C1=O (stereo not given),-5,0,2.0,-1,8,153,1,1,10
O=C(CNC(=O)c1ccccn1)N/N=C/c1ccc2c(c1)OCO2,-12,3,-1.9,4,0,-2,0,4,-2
COc1ccc(CNC(=O)C2CCC(CNc3c(N4CCOCC4)c(=O)c3=O)CC2)cc1 (stereo not given),0,-2,0.0,0,6,1,0,-1,6
Cc1ccc(S(=O)(=O)N2CCC(=O)N(C(CO)C(C)C)CC2)cc1 (stereo not given),-14,4,1.6,4,-2,2,1,-2,12
CC(C)Cn1c(SCC(=O)c2ccc(Cl)s2)nnc1-c1ccco1,14,2,1.6,-7,-2,-14,0,-3,29
CC(C)n1ncc(C(N)=O)c1N,-1,0,2.7,-2,7,4,5,7,14
CC(=O)c1cccc(S(=O)(=O)Nc2cccc(S(=O)(=O)NC3=NCCC3)c2)c1,0,-1,0.9,1,-1,-1,1,0,6
CCOc1ccc(CCNC(=O)CN2CCN(Cc3ccc(F)cc3)C2=O)cc1OCC,6,2,1.1,0,-1,1,0,8,3
CCCN1C=CC(=C2C(=O)c3ccccc3C2=O)C=C1,2,2,3.8,2,2,8,2,8,10
CCN1CCN(C(=O)CSc2nc(N)cc(N)n2)CC1,2,-6,-1.3,1,4,10,4,5,-2
